# Sm TGR inh – inhibitors of Schistosoma mansoni thioredoxin glutathione reductase | hit rate 3% among 360,000 | Potency, µM (titrated, usually from 114 µM), inactives show at the highest dose activity change, negative = inhibition, most hits filed as inhibitors | purified TGR, DTNB reduction, TNB absorbance 405 nm; further: potency means the concentration at half of the fitted maximal effect; nearly all actives have a fitted effect of over 60% in size
#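 TGR 20 nM + NADPH 100 uM (dispensed conc.), cpd preinc 15 min RT; start with NADPH (500 uM addition) then DTNB (15 mM addition). Kinetic TNB absorbance, 405 nm filter. Four-parameter Hill fit across titration.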
# HCMV antiviral – human cytomegalovirus inhibition; hit rate 4.5% among 410,000; HFF cells, HCMV-luciferase reporter, 72 h; stronger effect = lower value; activity change, negative = inhibition, % at 57.5 µM; AID 1259415; in the data active means activity change below about -60%; inconclusive means no clear call, values can overlap the other calls; inactive means above about -39%
#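 Screen run at 2 compound doses on HFFs infected with reporter HCMV, MOI 1 PFU/cell. Luciferase activity from cell lysates at 72 h post infection gave inhibition relative to buffer-only and Salinomycin wells.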
# AMA1 RON2 block – disrupts binding of P. falciparum AMA1 to RON2. hit rate 0.2% among 360,000. Potency, µM (titrated, usually from 58.2 µM), for the others: at the highest dose activity change, negative = inhibition, hits mostly inhibitors. AlphaScreen AMA1-biotinylated RON2 peptide binding. AID 720542;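 further: potency means the concentration at half of the fitted maximal effect; 0% = vehicle wells and -100% = peptide control; nearly all actives have a fitted effect of over 45% in size; some results filed as inactive show a strong effect at the top dose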
#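 AMA1 (3D7) with his tag at 25 nM final met compounds first, then biotinylated RON2 peptide at 25 nM; detection used donor plus acceptor beads, 10 µg/mL apiece, read by AlphaScreen after 30 min at room temperature.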
# AmpC inh detg – inhibitors of E. coli AmpC beta-lactamase with detergent; P00811; AmpC hydrolysis of nitrocefin, absorbance 480 nm, 0.01% Triton; Potency, µM (top dose mostly 114 µM), inactives show top-dose activity change, negative = inhibition, most hits filed as inhibitors; hit rate 0.041% among 370,000; AID 485294;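 further: potency means the concentration at half of the fitted maximal effect; 0% = no-compound wells and -100% = no-enzyme wells; nearly all actives have a fitted effect of over 25% in size; some results filed as inactive show a strong effect at the top dose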
# Target sequence (P00811 whole entry, looked up): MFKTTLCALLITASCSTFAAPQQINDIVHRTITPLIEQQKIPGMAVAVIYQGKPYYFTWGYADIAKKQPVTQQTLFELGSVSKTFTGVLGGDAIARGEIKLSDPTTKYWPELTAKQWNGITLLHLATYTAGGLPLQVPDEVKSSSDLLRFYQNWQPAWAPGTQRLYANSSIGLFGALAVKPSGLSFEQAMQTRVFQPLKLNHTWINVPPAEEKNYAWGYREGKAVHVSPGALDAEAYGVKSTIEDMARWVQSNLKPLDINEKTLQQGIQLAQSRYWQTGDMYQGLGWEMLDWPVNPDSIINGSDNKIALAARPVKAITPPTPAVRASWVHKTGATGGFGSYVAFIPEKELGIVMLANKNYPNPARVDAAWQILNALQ
#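 20 mM phosphate pH 7.0 + 0.01% (detergent screen) or 0.0001% Triton X-100; 5.3 nM AmpC reagent; cpd preinc 15 min RT; nitrocefin (800 uM stock) to start; A480 q20 s × 4 min; Activity was normalised to no-enzyme and no-compound control wells.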
# FBPA Giardia inh – blocks Giardia fructose-bisphosphate aldolase activity; A8B2U2; AID 2451; Potency, µM (doses to about 59.6 µM), for the others: top-dose activity, negative = inhibition, actives largely listed as inhibitors; hit rate 0.71% among 290,000; purified Giardia FBPA; further: potency means the concentration at half of the fitted maximal effect; nearly all actives have a fitted effect of over 55% in size
# Target sequence (A8B2U2 whole entry, looked up): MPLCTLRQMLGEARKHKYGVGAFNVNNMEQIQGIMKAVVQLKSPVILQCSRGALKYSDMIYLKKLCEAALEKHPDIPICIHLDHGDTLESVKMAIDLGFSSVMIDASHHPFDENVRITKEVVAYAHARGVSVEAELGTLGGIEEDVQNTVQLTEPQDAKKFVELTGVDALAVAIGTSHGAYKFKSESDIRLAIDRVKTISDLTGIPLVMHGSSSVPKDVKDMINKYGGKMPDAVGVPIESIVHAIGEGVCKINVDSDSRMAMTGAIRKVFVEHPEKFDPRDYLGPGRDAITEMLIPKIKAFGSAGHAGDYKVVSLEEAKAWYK
#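 40 nM FBPA preincubated 10 min at RT with compound (up to 57.5 uM final), then substrate plus GAPDH/TPI/NAD/arsenate coupling and diaphorase/resazurin added. Fluorescence read after 20 min at RT, 525/598 nm.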
# AmpC no deterg – AmpC beta-lactamase inhibition without detergent | Potency, µM (titrated, usually from 57.1 µM), for the others: at the top dose activity change, negative = inhibition, actives largely listed as inhibitors | AmpC nitrocefin hydrolysis, absorbance 480 nm, 0.0001% Triton | hit rate 0.52% among 330,000 | P00811;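 further: potency means the concentration at half of the fitted maximal effect; plate controls were no compound for no effect and no enzyme for full effect; nearly all actives have a fitted effect of over 20% in size; some results filed as inactive show a strong effect at the top dose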
#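 20 mM phosphate pH 7.0 + 0.01% (detergent screen) or 0.0001% Triton X-100; 5.3 nM AmpC reagent; cpd preinc 15 min RT; nitrocefin (800 uM stock) to start; A480 q20 s × 4 min; Activity was normalised to no-enzyme and no-compound control wells.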
# * marks the source's active call; other numbers are inactive results; ? = inconclusive; . = not tested or not shown; [ ] = another dose, or the depositor's remark. Unless noted, the call rests on the fitted dose curve; in most records, active means well fitted curve in the direction sought with a large enough effect; inconclusive means small, poorly fitted or top-dose-only effect, or another doubt; inactive means no such curve, though single readings can be large; an effect the other way counts as inactive or inconclusive. Unless noted, on the % scale 0 is the no-effect control and ±100 the full control effect. Rows are unselected; 7.8% or so of the library scored in one or more.
SMILES,Sm TGR inh,HCMV antiviral,AMA1 RON2 block,AmpC inh detg,FBPA Giardia inh,AmpC no deterg
NNC(=S)Nc1ccc(Cl)cc1,-36%,-6,31%[activator],0%,?,-38%
COc1ccc(S(=O)(=O)N2CCC(C(=O)NCc3ccncc3)CC2)cc1Cl,-2%,8,5%,-2%,0%,1%
COc1ccc(NC(=O)CN(c2ccccc2)S(=O)(=O)c2ccccc2)c(OC)c1,-3%,-33,-2%,9%,-6%,0%
O=C(NC1CC1)c1cccc(Br)c1,1%,-23,4%,2%,2%,-7%
COc1ccc(CNC(=O)C2CCN(S(=O)(=O)c3c(C)n[nH]c3C)CC2)cc1,5%,46,2%,-5%,6%,-4%
CCc1c(C#N)sc(C(N)=O)c1CC,14%,-74*,-14%,?,3%,-3%
CCN(CCCc1ccccc1)CCCc1ccccc1,-28%,-18,7%,?,-16%,3%
COc1ccc(NC(=O)CSC2=Nc3ccccc3C3=NC(CCC(=O)NC4CCCCC4)C(=O)N23)cc1 (stereo unspecified),5%,3,.,5%,.,.
CC(C)(O)[C@H]1O[C@H]2CC[C@@]3(C)[C@@](O)(CC[C@H]4Cc5c([nH]c6ccccc56)[C@@]43C)C2=CC1=O,6%,.,-20%,0%,-12%,177%[activator]
C/C(=N\NC(N)=O)c1c(O)n(C)c(=O)n(C)c1=O,-8%,9,83%[activator],-4%,-10%,-10%
CCOc1ccc(OCC)c(NC(=O)CSc2nnnn2CC)c1,4%,30,-11%,-9%,-1%,-7%
O=S(=O)(Nc1cccc2ncccc12)c1cccs1,3%,.,?,-3%,?,-28%
CC1CS(=O)(=O)CCN1N=Cc1ccc([N+](=O)[O-])o1 (stereo unspecified),?,-20,-5%,?,.,-15%
COC(=O)c1ccc2c(=O)[nH]c(CSc3nc(-c4ccc(F)cc4)cs3)nc2c1,0%,-4,4%,-2%,2%,-26%
C=CCNC(=S)N/N=C/c1cccc([N+](=O)[O-])c1,-22%,-32,73%[activator],-5%,16%,-24%[11.4 µM]
Cc1sc2nc(CN3CCCC3)nc(N3CCN(S(=O)(=O)c4cccc(F)c4)CC3)c2c1C,-21%,-38,23%,?,.,67%[activator]
N#Cc1ccc(CSc2nnc(-c3cnccn3)o2)cc1,-9%,-24,-7%,?,0%,-1%
C[C@H](NC(=O)C1CCN(S(=O)(=O)c2ccccc2)CC1)C(=O)NCc1ccco1,-8%,-34,6%,2%,.,-6%
Cc1nc(SCc2ccccc2)nc2c1CCC2,.,-18,29%,4%,1%,19%
Cc1cc(C(=O)OCC(=O)N2CCc3ccccc32)ccc1[N+](=O)[O-],-3%,2,-3%,7%,.,-2%

# An excerpt of these results, bar-delimited.
structure | Sm TGR inh | HCMV antiviral | AMA1 RON2 block | AmpC inh detg | FBPA Giardia inh | AmpC no deterg
O=S(=O)(Nc1cccc2ncccc12)c1cccs1 | 3% | . | ? | -3% | ? | -28%
CC1CS(=O)(=O)CCN1N=Cc1ccc([N+](=O)[O-])o1 (stereo unspecified) | ? | -20 | -5% | ? | . | -15%

# Continued.
SMILES,Sm TGR inh,HCMV antiviral,AMA1 RON2 block,AmpC inh detg,FBPA Giardia inh,AmpC no deterg
COc1ccc(CCNc2ccc(N3C(=O)CC(C)C3=O)cc2[N+](=O)[O-])cc1OC (stereo unspecified),-1%,0,-25%,3%,-6%,94%[activator]
CCn1c(SCC(=O)Nc2ccc(Br)cn2)nnc1C1CC1,?,132,0%,-7%,.,-18%
CCC(NC(=O)CCl)c1ccc(C)cc1 (stereo unspecified),?,-78*,12%,2%,-1%,-5%
COc1ccc(OCC(O)CN(CCO)CC(O)Cn2ccc3ccccc32)cc1 (stereo unspecified),7%,-12,-9%,-17%,6%,86%[activator]
COc1ccccc1NS(=O)(=O)c1cc(NC(=S)NCCN2CCOCC2)ccc1N1CCOCC1,0%,11,6%,-8%,?,78%[activator]
Cc1c(Br)c([N+](=O)[O-])nn1CCCC(=O)N1CCN(c2ccccc2)CC1,-16%,-25,-28%,-4%,1%,77%[activator]
COc1cc(NC(=O)c2nnn(Cc3ccc(F)cc3)c2N)cc(OC)c1,-3%,-16,.,2%,.,.
COc1ccccc1-c1ccc(SCC(=O)N2CCOCC2)nn1,10%,30,-16%,?,2%,-11%
COC(=O)[C@@]12CCCN1[C@H](c1ccc(-c3ccc(OC)cc3)cc1)[C@@H]1C(=O)N(C)C(=O)[C@@H]12,-29%,-27,-2%,?,.,193%[activator]
COc1ccc(-c2cnc3n2CCCCC3)cc1,-8%,-15,-6%,0%,0%,-12%
Cc1ccc(S(=O)(=O)CCC(=O)OCC(=O)NNC(=O)c2ccc([N+](=O)[O-])cc2)cc1,-4%,97,28%,-1%,.,-13%
COc1ccccc1/C=C/C(=O)NCC(=O)N=Nc1c(O)[nH]c2ccccc12,6%,-13,?,4%,.,-34%
COc1ccc(-c2c3c([nH]c(=S)c2C#N)CCC3)cc1,45µM*,12,-8%,?,?,-55%
CC1(C)CC(=O)C(C=NCCN2CCN(C3CC(=O)N(c4ccc(F)cc4)C3=O)CC2)=C(O)C1 (stereo unspecified),.,-18,74%[activator],0%,2%,3%
CCC(CC)c1nnc(NC(=O)c2cc(C(=O)OC)cc([N+](=O)[O-])c2)s1,5%,11,36%[activator],-15%,0%,-34%
COC(=O)C1CCN(C(=O)c2sc3nc(-c4ccccc4)cn3c2C)CC1,-18%,-16,-11%,?,-1%,28%
CCC(Nc1ccc(-c2nc(-c3ccccn3)no2)cc1[N+](=O)[O-])c1ccccc1 (stereo unspecified),0%,43,.,-3%,.,.
Cc1cccc(CN2C(=O)c3ccccc3S(=O)(=O)c3ccc(C(=O)NCCC4=CCCCC4)cc32)c1,2%,20,.,-6%,.,.
COCCN(Cc1cc2cc(C)ccc2n2nnnc12)C(=S)Nc1ccc(C)cc1,-1%,7,-2%,9%,-1%,-16%
Cc1ccc(N2C(=O)[C@@H]3[C@H](C2=O)[C@H]2C=CC=NN2[C@@H]3C(=O)Nc2ccccc2)cc1,?,125,13%,1%,?,16%
Cc1nc(NC(=O)/C=C/c2ccc(C(C)(C)C)cc2)sc1C(=O)N(C)C,-4%,-19,2%[2.32 µM],-3%,-2%,-14%
O=C(OCC(=O)C12CC3CC(CC(C3)C1)C2)c1ccccn1,7%,-16,29%,-8%,.,5%
O=C(Nc1cccc(-c2nnc(-c3ccco3)o2)c1)C(c1ccccc1)c1ccccc1,11%,-38,0%,-3%,0%,-45%
CCCN(CCC)C(=O)c1nn(C)c2c1CSc1ccccc1-2,2%,-2,.,26%,.,.
Cc1ccc(CCNC(=O)C2=CCN(S(=O)(=O)c3ccccc3)CC2)cc1,-10%,-10,-4%,1%,-3%,-7%
Cc1ccc(C(=O)Nc2nc(-c3ccccc3)ns2)cc1,-2%,27,.,-10%,.,.
CC1CN(C(=O)CN2C(=O)c3ccccc3S2(=O)=O)CC(C)O1 (stereo unspecified),18%,16,10%,?,8%,-3%
O=C(c1cccc(C(=O)N(c2ccccn2)C2CCCCC2)c1)N(c1ccccn1)C1CCCCC1,8%,?,2%,-7%,-1%,136%[activator]
O=[N+]([O-])c1ccc([C@H](O)[C@H](CO)N=Cc2ccccc2O)cc1,-16%,39,-4%,-2%,7%,3%
COc1ccc(N(CC(=O)Nc2ccc3c(c2)OCCO3)S(=O)(=O)c2cccnc2)cc1,5%,.,0%,3%,-11%,40µM*
Cc1cc(S(=O)(=O)N2CCCCC2CCNC(=O)C(=O)NCc2cccnc2)ccc1F (stereo unspecified),-8%,-26,-7%,-1%,.,74%[activator]
COc1cc(Cl)ccc1OC(=O)c1cn(-c2ccccc2OC)c(=O)c2ccccc12,-2%,-16,.,-2%,.,.
Cc1ccc(C(=O)NCCC(=O)NCc2cc(=O)n(C)c(=O)n2C)cc1,-9%,-19,-5%,2%,-1%,-7%
O=C(CCN1C(=O)c2ccccc2C1=O)Nc1ccccc1C(F)(F)F,7%,-37,12%,-1%,6%,-6%
O=C1N(Cc2cccnc2)C[C@@H]2C[C@@H](c3cccc(Oc4ccccc4)c3)N3CCC[C@@]123,-32%,-67*,3%,-3%,4%,104%[activator]

# Structural class, the entries above containing a halogen (13)
SMILES,Sm TGR inh,HCMV antiviral,AMA1 RON2 block,AmpC inh detg,FBPA Giardia inh,AmpC no deterg
NNC(=S)Nc1ccc(Cl)cc1,-36%,-6,31%[activator],0%,?,-38%
COc1ccc(S(=O)(=O)N2CCC(C(=O)NCc3ccncc3)CC2)cc1Cl,-2%,8,5%,-2%,0%,1%
O=C(NC1CC1)c1cccc(Br)c1,1%,-23,4%,2%,2%,-7%
COC(=O)c1ccc2c(=O)[nH]c(CSc3nc(-c4ccc(F)cc4)cs3)nc2c1,0%,-4,4%,-2%,2%,-26%
Cc1sc2nc(CN3CCCC3)nc(N3CCN(S(=O)(=O)c4cccc(F)c4)CC3)c2c1C,-21%,-38,23%,?,.,67%[activator]
CCn1c(SCC(=O)Nc2ccc(Br)cn2)nnc1C1CC1,?,132,0%,-7%,.,-18%
CCC(NC(=O)CCl)c1ccc(C)cc1 (stereo unspecified),?,-78*,12%,2%,-1%,-5%
Cc1c(Br)c([N+](=O)[O-])nn1CCCC(=O)N1CCN(c2ccccc2)CC1,-16%,-25,-28%,-4%,1%,77%[activator]
COc1cc(NC(=O)c2nnn(Cc3ccc(F)cc3)c2N)cc(OC)c1,-3%,-16,.,2%,.,.
CC1(C)CC(=O)C(C=NCCN2CCN(C3CC(=O)N(c4ccc(F)cc4)C3=O)CC2)=C(O)C1 (stereo unspecified),.,-18,74%[activator],0%,2%,3%
Cc1cc(S(=O)(=O)N2CCCCC2CCNC(=O)C(=O)NCc2cccnc2)ccc1F (stereo unspecified),-8%,-26,-7%,-1%,.,74%[activator]
COc1cc(Cl)ccc1OC(=O)c1cn(-c2ccccc2OC)c(=O)c2ccccc12,-2%,-16,.,-2%,.,.
O=C(CCN1C(=O)c2ccccc2C1=O)Nc1ccccc1C(F)(F)F,7%,-37,12%,-1%,6%,-6%

# Assay outcomes deposited in PubChem by National Center for Advancing Translational Sciences (NCATS).
